BCR signal inh = blocks chronic active B-cell receptor signaling | ABC-DLBCL IkBa-CBG/CBR reporter, luminescence ratio, 4 h | Potency, µM (doses to about 46.1 µM), for inactives: top-dose ratio change, negative = lower green/red ratio, usual class: inhibitors | 340,000 compounds, 0.05% hits | AID 493014; active = well fitted inhibition curve with a large enough effect in the signal ratio, with a control signal flat, not every such curve was filed as active; inconclusive = small, poorly fitted or top-dose-only effect, or effect the other way, or a change in a side signal; the % refers to the signal ratio;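 also: potency is read from the fitted curve at half-maximal effect; plate controls were basal doxycycline-induced cells for no effect and cells given 10 µM MG132 for full effect; MG132 reads +100%, hits lower the ratio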
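Compounds up to 46 uM were incubated four hours with TMD8 cells whose green CBG68 luciferase is fused to IkappaBalpha; red CBR luminescence normalised the signal, and concentration-effect curves were fitted to fusion, red and ratio data.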
PTAP TSG101 blk = blocks PTAP/TSG101 interaction to inhibit HIV-1 budding. 340,000 tested, under 10 active. Fluorescence polarization, FITC-PTAP peptide / Tsg101 binding. AID 493005. Q99816. Potency, µM (doses to about 115 µM), inactives show top-dose activity change, negative = inhibition, hits mostly inhibitors; active = well fitted inhibition curve with a large enough effect in the main read-out, with a control signal flat, not every such curve was filed as active; inconclusive = small, poorly fitted or top-dose-only effect, or effect the other way, or a change in a side signal; inactive = no such curve, though single readings can be large or run the other way; also: potency is read from the fitted curve at half-maximal effect; % of control where 0% means no effect
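Tsg101 binding domain (10 uM final) was mixed with compound and a FITC-labeled PTAP peptide (50 nM final) in HEPES pH 7.5 buffer with NaCl, Tween 20, EDTA and TCEP; fluorescence polarization was read after 20 min at r.t.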
S-ASM inh = blocks human secretory acid sphingomyelinase; P17405; placental ASM, HMU-PC fluorogenic substrate, 60 min; Potency, µM (titrated, usually from 57.5 µM), for inactives: top-dose activity change, negative = inhibition, actives largely listed as inhibitors; 340,000 compounds, 0.006% hits; AID 504937; also: potency is read from the fitted curve at half-maximal effect
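Fluorescence read-out (Ex 386 nm, Em 447 nm) after stopping the reaction at pH 10. Enzyme: ASM from human placenta; substrate HMU-PC0, 9 uM final; 60 min, 37 °C. Compound preincubation 10 min, ambient temperature.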
TSHR antagonist = blocks TSH signaling through the human TSH receptor; activity change, negative = inhibition, % at 11.5 µM; AID 504810; P16473; TSHR-expressing cells, TSH-stimulated cAMP HTRF, 2 h; hits give low values; 330,000 compounds, 0.2% hits;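 active = activity change below a set negative limit, meaning inhibition stronger than a set level, cut at about -70% in these data; inconclusive = activity change between two set negative limits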; also: % is scaled to controls: 0 for no effect and ±100 for the full control effect
Target sequence (P16473 whole entry, looked up): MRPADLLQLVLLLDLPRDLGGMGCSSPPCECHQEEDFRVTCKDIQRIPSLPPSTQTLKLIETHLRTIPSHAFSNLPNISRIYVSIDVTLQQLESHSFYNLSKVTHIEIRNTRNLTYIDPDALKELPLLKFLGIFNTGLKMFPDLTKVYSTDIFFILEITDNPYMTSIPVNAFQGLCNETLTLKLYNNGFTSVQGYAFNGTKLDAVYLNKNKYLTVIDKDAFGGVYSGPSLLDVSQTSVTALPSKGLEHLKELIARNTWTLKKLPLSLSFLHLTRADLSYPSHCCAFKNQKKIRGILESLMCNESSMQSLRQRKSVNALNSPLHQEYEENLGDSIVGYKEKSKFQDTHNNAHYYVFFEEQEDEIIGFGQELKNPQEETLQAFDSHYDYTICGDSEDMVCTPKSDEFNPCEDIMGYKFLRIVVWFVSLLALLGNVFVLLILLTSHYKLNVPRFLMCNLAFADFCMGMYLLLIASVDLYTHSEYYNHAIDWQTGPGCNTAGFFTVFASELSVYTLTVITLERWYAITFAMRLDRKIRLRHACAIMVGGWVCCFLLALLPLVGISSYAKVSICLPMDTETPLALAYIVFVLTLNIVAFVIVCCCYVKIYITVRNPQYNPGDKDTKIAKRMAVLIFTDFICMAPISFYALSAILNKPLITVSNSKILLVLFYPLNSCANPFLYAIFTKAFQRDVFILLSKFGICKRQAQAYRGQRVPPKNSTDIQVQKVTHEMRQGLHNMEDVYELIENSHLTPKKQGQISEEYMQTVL
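TSHR-expressing cells, 200/well, pre-treated with compound, then stimulated with EC80 TSH (4nM final) for 2 hours at 37 deg C. cAMP measured by competitive HTRF: anti-cAMP cryptate antibody in lysis buffer plus cAMP-d2, read after 30 minutes at room temperature.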
Eya2 phos inh = blocks the phosphatase activity of human Eya2; recombinant Eya2, OMFP fluorescence dephosphorylation (OMFP is methylfluorescein phosphate); O00167; 330,000 compounds, 0.006% hits; AID 488837; Potency, µM (doses to about 76.9 µM), without a hit: top-dose activity, negative = inhibition, usual class: inhibitors; also: potency is read from the fitted curve at half-maximal effect; % is scaled to controls: 0 for no effect and ±100 for the full control effect
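Eya2 (0.2 uM) preincubated 10 min at ambient with compound, then OMFP substrate added at 50 uM; 10 min reaction in 50 mM HEPES pH 7.5, 50 mM NaCl, 5 uM MgCl2, 0.05% BSA, 1 mM DTT. Fluorescence read at Ex 485/Em 525 nm.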
Integrin act MD = activates integrin-mediated alleviation for muscular dystrophy | Potency, µM (highest dose often 38.3 µM), for the others: at the highest dose activation, hits mostly activators | 350,000 compounds, 0.064% hits | alpha7betagal myoblasts, beta-gal FDG fluorescence, 48 h;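 also: potency is read from the fitted curve at half-maximal effect; 100% = response of the positive control SU9516; nearly all actives have a fitted effect of over 60% in size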
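Alpha7betagal+/- myoblasts (passage 13) were plated 16-24 hr, then exposed to compounds (1:260 dilution of DMSO stock) for 48 hours at 37C. After MPER lysis, β-galactosidase reporter activity was read as FDG fluorescence (ex 480/em 540) after 30 minutes.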
TCR activator = activators of T cell receptors; primary human leukocytes, anti-CD3, IL-2 HTRF, 48 h; Potency, µM (highest dose often 9.22 µM), for the others: at the top dose activation of IL-2 secretion, actives largely listed as activators; 330,000 tested, under 10 active; also: % of control where 0% means no effect
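48 hr co-incubation of compounds, a-CD3 beads and primary human leukocytes; IL-2 quantified homogeneously by HTRF with anti-IL-2 K and d2 conjugates.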
ELG1 DNA repair = ELG1-dependent DNA repair inhibition; HEK293T ELG1-luciferase reporter, luminescence, 16 h; DNA damage induced by 5-fluorouridine; Potency, µM (doses to about 46.1 µM), without a hit: top-dose activity change, negative = inhibition, most hits filed as inhibitors; 330,000 compounds, 2.3% hits; also: potency is read from the fitted curve at half-maximal effect; % is scaled to controls: 0 for no effect and ±100 for the full control effect; nearly all actives have a fitted effect of over 55% in size
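Luminescence from the luciferase reporter, measured 30 min after ONE-Glo reagent at room temperature, was the read-out. Beforehand, 2,000 cells per well were exposed for 16 hr at 37 °C to 5-fluorouridine together with compound or vehicle.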
Mito fusion yeast = mitochondrial division inhibition or fusion activation; S. cerevisiae fusion-defective mutant growth rescue, CellTiterGlo 48 h; Potency, µM (doses to about 46.1 µM), inactives show at the top dose growth rescue (activation), actives largely listed as activators; 320,000 compounds, 0.23% hits; AID 485298;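 also: potency is read from the fitted curve at half-maximal effect; % of control where 0% means no effect; nearly all actives have a fitted effect of over 45% in size; temperature-sensitive fusion mutants such as fzo1-1 at 37 °C on non-fermentable ethanol glycerol medium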
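Growth-rescue viability read-out: after 48 h at the non-permissive 37C in glycerol/ethanol YPEG, yeast mitochondrial fusion mutants are measured by CellTiterGlo luminescence; compounds (23 nl pinned per well) restoring growth score as division inhibitors or fusion activators.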
Tb PFK block = blocks T. brucei phosphofructokinase; O15648; T. brucei PFK, ADP-Glo luminescence; Potency, µM (titrated, usually from 57.5 µM), without a hit: at the top dose activity, negative = inhibition, actives largely listed as inhibitors; 330,000 compounds, 0.17% hits;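 also: potency is read from the fitted curve at half-maximal effect; 0% = uninhibited 1x PFK enzyme wells and -100% = no-enzyme wells; nearly all actives have a fitted effect of over 60% in size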
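Luminescent ADP detection (ADP-Glo, two-step: ATP depletion then ADP-to-ATP conversion for luciferase) reported PFK activity after 45 min room-temperature reaction of 1.25 nM enzyme with 0.5 mM F6P and 0.1 mM ATP at pH 8.0.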
AT treatment = potential ataxia-telangiectasia treatment; […] A-T fibroblasts, KAP-1 phosphorylation AlphaLISA; neocarzinostatin DNA damage 30 min before lysis; Potency, µM (doses to about 57.5 µM), without a hit: at the highest dose activation, hits mostly activators; 320,000 compounds, 0.19% hits; AID 485349; also: potency is read from the fitted curve at half-maximal effect; % of control where 0% means no effect; nearly all actives have a fitted effect of over 45% in size
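ATM-like activity read as KAP-1 phosphorylation via AlphaLISA donor/acceptor antibody pairs after lysis and 6 hr at 25C. Cells were ATM-null patient fibroblasts ([…], hTERT), dosed 60 min, then exposed to the DSB inducer NCS for 30 min.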
Active calls of the source: *; ? = inconclusive; · = not tested or not shown; [ ] = remark or other dose. Unless noted, calls follow the shape of the dose curve; as a rule, active = well fitted curve in the direction sought with a large enough effect; inconclusive = small, poorly fitted or top-dose-only effect, or another doubt; inactive = no such curve, though single readings can be large; an effect the other way counts as inactive or inconclusive.

SMILES	BCR signal inh	PTAP TSG101 blk	S-ASM inh	TSHR antagonist	Eya2 phos inh	Integrin act MD	TCR activator	ELG1 DNA repair	Mito fusion yeast	Tb PFK block	AT treatment
Cc1ccc(C)c(C(=O)CN2C(=O)c3ccccc3S2(=O)=O)c1	-17%	-6%	0%	10	2%	-9%	0%	?	0%	-2%	2%
S=C1NCCNC(=S)NCCOCCOCCOCCN1	-8%	0%	1%	5	2%	-2%	1%	-15%	1%	0%	2%
CCc1cc(=O)oc2c(C)c(OCC(=O)NCCCN3CCOCC3)ccc12	-3%	-6%	21%	-1	-3%	-20%	-3%	2%	1%	2%	16%
CN1CCN(Cc2c(C#N)c3ccccc3n2C)CC1	3%	-6%	1%	15	0%	-11%	-1%	1%	-6%	-4%	7%
CC(=O)c1ccccc1NC(=O)COC(=O)Cc1cccc(C(F)(F)F)c1	2%	1%	-6%	29	11%	0%	-1%	2%	9%	0%	5%
CCOC(=O)C1C(c2cccc([N+](=O)[O-])c2)C2C(=O)NN=C2CC1(C)O (configuration not stated)	-8%	2%	1%	3	-16%	0%	-4%	0%	-1%	-3%	6%
O=C(NCCCn1ccnc1)/C(=C\c1cccnc1)NC(=O)c1ccccc1Br	0%	0%	-1%	-6	8%	-7%	-8%[46.1 µM]	9%	-3%	-3%	-1%
COCCNC(=O)C1Cc2c(ccc3ccccc23)O1 (configuration not stated)	-13%	0%	-3%	13	10%	?	-7%	?	-4%	-8%	-4%
Cc1ccc(NC(=O)CSc2nnc3ccc(-c4ccncc4)nn23)cc1	-10%	-3%	5%	43	8%	11%	1%	5.8µM*	0%	-6%	2%
Cc1ccc(S(=O)(=O)NCC2CCC(C(=O)N3CCN(C)CC3)CC2)cc1 (configuration not stated)	2%	-3%	22%	-2	-3%	?	1%	17%	-3%	1%	16%

Compounds listed so far that contain a carbonyl joined to an NH by a bond outside any ring (five):
SMILES	BCR signal inh	PTAP TSG101 blk	S-ASM inh	TSHR antagonist	Eya2 phos inh	Integrin act MD	TCR activator	ELG1 DNA repair	Mito fusion yeast	Tb PFK block	AT treatment
CCc1cc(=O)oc2c(C)c(OCC(=O)NCCCN3CCOCC3)ccc12	-3%	-6%	21%	-1	-3%	-20%	-3%	2%	1%	2%	16%
CC(=O)c1ccccc1NC(=O)COC(=O)Cc1cccc(C(F)(F)F)c1	2%	1%	-6%	29	11%	0%	-1%	2%	9%	0%	5%
O=C(NCCCn1ccnc1)/C(=C\c1cccnc1)NC(=O)c1ccccc1Br	0%	0%	-1%	-6	8%	-7%	-8%[46.1 µM]	9%	-3%	-3%	-1%
COCCNC(=O)C1Cc2c(ccc3ccccc23)O1 (configuration not stated)	-13%	0%	-3%	13	10%	?	-7%	?	-4%	-8%	-4%
Cc1ccc(NC(=O)CSc2nnc3ccc(-c4ccncc4)nn23)cc1	-10%	-3%	5%	43	8%	11%	1%	5.8µM*	0%	-6%	2%

(list continues)
SMILES	BCR signal inh	PTAP TSG101 blk	S-ASM inh	TSHR antagonist	Eya2 phos inh	Integrin act MD	TCR activator	ELG1 DNA repair	Mito fusion yeast	Tb PFK block	AT treatment
CCN(CC)CCCNC(=O)C1c2ccccc2Oc2ccccc21	0%	-4%	0%	8	12%	-1%	4%	0%	-10%	-3%	-27%
COc1ccc(NC(=O)CN(C)C(=O)C2CC(=O)N(Cc3ccc(C)cc3)C2)cc1 (configuration not stated)	3%	-4%	1%	-2	-2%	5%	1%	23%	-6%	13%	5%
Cc1nc(NCc2cccnc2)c2c3c(sc2n1)CCCC3	10%	0%	1%	-16	2%	23%	2%	-12%	0%	-5%	2%
Cc1c(NC2=C(Cl)C(=O)N(c3ccccc3Cl)C2=O)c(=O)n(-c2ccccc2)n1C	8%	-4%	1%	-8	1%	0%	1%[46.1 µM]	8%	-14%	0%	0%
Cc1ccc(C)c(NC(=O)C(=O)NCCc2c[nH]c3ccccc23)c1	?	-2%	-2%	3	9%	7%	0%	-24%	-6%	0%	11%
COc1ccccc1OCCNC(=O)C(c1ccccc1)c1ccccc1	?	0%	5%	0	16%	-7%	-5%	?	3%	-1%	9%
C=CCn1c(NCc2c[nH]c3ccccc23)nc2ccccc21	?	-1%	1%	-6	-1%	-6%	10%[46.1 µM]	?	-3%	4%	-1%
COC(=O)C1=NNC2(c3ccc(C)cc3)C(=O)N(c3ccc(C)cc3)C(=O)C12 (configuration not stated)	2%	1%	-2%	-17	3%	-6%	-8%	?	10%	-2%	-2%
Clc1ccccc1OCCN1CCC(Cc2ccccc2)CC1	-17%	2%	3%	18	-8%	-57%[inhibitor]	7%	-1%	-15%	0%	1%
c1ccc(Cn2c(Sc3nnnn3-c3ccccc3)nnc2-c2ccccc2)cc1	2%	0%	3%	-1	-18%	0%	-52%	-3%	-6%	-5%	-6%
O=C(NNC1=NCCC1)c1cccc(Br)c1	-1%	0%	0%	19	2%	13%	5%	15%	2%	-1%	-13%
O=C(Cn1cnc2ccccc2c1=O)Nc1ccc(S(=O)(=O)N2CCCC2)cc1	3%	-1%	0%	-16	3%	2%	6%	-4%	4%	0%	3%
O=C(Nc1ccc(Cl)cc1F)c1cc(S(=O)(=O)N2CCCCC2)ccc1F	1%	-1%	0%	-3	10%	26%	1%	10%	-8%	5%	3%
O=C(CN(c1ccccc1Cl)S(=O)(=O)c1ccccc1)NCc1ccccc1	2%	-5%	-1%	24	-1%	15%	-11%	-25%	3%	3%	4%
CCOc1cccc(OCCOCCN(C)Cc2ccccc2)c1	12%	-6%	1%	3	3%	-25%	5%	-9%	1%	-3%	-3%
N#Cc1cccc(C#N)c1Oc1ccc(S(=O)(=O)Nc2ccc(Cl)cc2)cc1	?	-2%	-3%	-34	-3%	4%	4%	?	4%	-8%	-8%
CCOc1cc(/C=N/NC(=O)CSc2nncn2C)ccc1OC(=O)c1ccc(Cl)cc1	-1%	-2%	-20%	-6	-8%	?	-1%[46.1 µM]	-12%	-11%	-3%	1%
Cc1ccc([C@H]2C(C(=O)O)=CC[C@@H](c3ccc(Cl)cc3)N2S(=O)(=O)c2ccc(C)cc2)cc1	-4%	-8%	-4%	-2	?	3%	5%	?	·	4%	17%
CSCCC(NS(=O)(=O)c1ccccc1F)C(=O)OCc1ccccc1Cl (configuration not stated)	0%	-3%	-4%	8	1%	1%	-1%[46.1 µM]	-16%	11%	-1%	0%
COc1ccc(-c2nc(N)n(S(=O)(=O)c3ccc(C)cc3)n2)cc1	-1%	1%	-2%	-5	-3%	-2%	1%	-11%	-1%	1%	5%
O=C(CSc1nc2ccccc2n1Cc1ccccc1Cl)N/N=C/c1ccccc1C(=O)O	6%	-5%	5%	10	-4%	-5%	10%	-3%	14%	5%	11%
CC(=O)NC1C(=O)N(Cc2ccccc2)c2ccc(Br)cc21 (configuration not stated)	?	-5%	1%	1	-9%	-13%	-3%	-4%	-5%	2%	-2%
CCc1ccc(OC(=O)/C=C/c2ccco2)cc1	?	0%	3%	-16	9%	13%	0%	?	3%	-3%	1%
Nc1nc(Cl)cc(Nc2ccccc2Cl)n1	?	-1%	-6%	-6	6%	0%	-15%	?	-5%	4%	-7%
COc1cc2cc(CCCO)oc(=O)c2cc1OC	3%	1%	1%	32	5%	-34%	3%	?	·	0%	-3%
CCCCNC(=O)CCCN1C(=O)c2cccnc2Sc2ccccc21	-2%	-1%	3%	-2	-9%	1%	-1%	2%	-12%	-5%	0%
Cc1ccc(N(CC(=O)NC2CCCC2)C(=O)CCC(=O)Nc2nccs2)c(C)c1	0%	1%	9%	-2	11%	11%	13%	2%	-2%	-8%	5%
COc1ccc(-c2nc(-c3ccncc3)no2)cc1	?	0%	-8%	2	-13%	10%	9%	?	-2%	2%	7%

Not a hit list (roughly 3.2% active in at least one column).
